Assay outcomes from PubChem.
TDP-43 yeast inh: qHTS of TDP-43 Inhibitors | TDP-43 expressing yeast growth rescue, BacTiter-Glo, 24 h | Potency, µM (doses to about 46.1 µM), for the others: at the top dose growth rescue (activation), actives largely listed as activators | 410,000 tested, 1.8% active; also: % of control where 0% means no effect; nearly all actives have a fitted effect of over 50% in size
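Galactose-induced TDP-43 yeast, OD600=0.02, compound pinned; 24 hr, 30 deg C; BacTiter-Glo luminescence for growth. Inhibitors of TDP-43 toxicity read as activators.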
EPAC1 agonist: qHTS for Agonist of cAMP-regulated guanine nucleotide exchange factor 3 (EPAC1): primary screen; EPAC1 agonist qHTS, biochemical assay; response scale: 100% = response to 6.5 mM cAMP; Rap guanine nucleotide exchange factor 3 (Homo sapiens), O95398; Potency, µM (doses to about 154 µM), without a hit: at the highest dose activation, actives largely listed as activators; 360,000 tested, 0.073% active; also: nearly all actives have a fitted effect of over 60% in size
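EPAC1 100 nM, Rap1B–BODIPY-GDP 250 nM, unlabeled GDP 50 uM; compound titration; 5 min RT; kinetic read ex480/em540 at 5-min intervals ×30 min; data normalized to 6.5 mM cAMP agonist control.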
EPAC1 antag: qHTS for Antagonist of cAMP-regulated guanine nucleotide exchange factor 3 (EPAC1): primary screen | Potency, µM (doses to about 115 µM), for inactives: top-dose activity change, negative = inhibition, actives largely listed as inhibitors | EPAC1 GEF assay, Rap1b-BODIPY-GDP exchange fluorescence | AID 720709, 2013 | 360,000 tested, 0.14% active | Rap guanine nucleotide exchange factor 3 (Homo sapiens), O95398;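 also: plate controls were vehicle for no effect and positive control for full effect; nearly all actives have a fitted effect of over 50% in size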
EPAC2 antagonist: qHTS for Antagonist of cAMP-regulated guanine nucleotide exchange factor 2 (EPAC2): primary screen | Rap guanine nucleotide exchange factor 4 (Homo sapiens), Q8WZA2 | EPAC2 GEF exchange of Rap1B-BODIPY-GDP, fluorescence | Potency, µM (highest dose often 114 µM), for inactives: top-dose activity, negative = inhibition, usual class: inhibitors | 360,000 tested, 0.18% active | AID 720708, 2013; also: % is scaled to controls: 0 for no effect and ±100 for the full control effect; nearly all actives have a fitted effect of over 45% in size; many of its hits are not listed in these tables
EPAC2 agonist: qHTS for Agonist of cAMP-regulated guanine nucleotide exchange factor 4 (EPAC2): primary screen | 360,000 tested, 0.079% active | Potency, µM (series often up to 154 µM), inactives show at the highest dose activation, most hits filed as activators | EPAC2 activation, biochemical qHTS; response scale: 100% = 6.5 mM cAMP response | AID 720711, 2013; also: nearly all actives have a fitted effect of over 50% in size
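qHTS, titration series. 100 nM EPAC2 / 250 nM Rap1B-BODIPY-GDP / 50 uM GDP; RT; ex 480/em 540 nm, 5-min reads to 30 min. Norm. to 6.5 mM cAMP = activation.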
FUS suppressor: qHTS for Suppressors of FUS Proteinopathy: Primary screen using FUS-linked yeast assay. S. cerevisiae FUS-expressing, growth rescue, OD600, 24 h. Potency, µM (series often up to 76.6 µM), without a hit: at the top dose growth rescue (activation), hits mostly activators. 390,000 tested, 0.24% active. AID 1347120, 2019;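 also: plate controls were DMSO vehicle for no effect and reference control for full effect; nearly all actives have a fitted effect of over 55% in size; some results filed as inactive show a strong effect at the top dose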
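Galactose (2%) drives FUS expression in yeast precultured in raffinose; seeding density OD 0.005. Test compounds incubated 24hr at 30C and 99% humidity before absorbance at 600 nm was measured.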
PTHR1 ag: qHTS for PTHR1 Agonists: Primary Screen | Parathyroid hormone/parathyroid hormone-related peptide receptor (Homo sapiens), Q03431 | HEK293 GP2 PTHR1 cells, GloSensor cAMP luminescence, 1 h | Potency, µM (highest dose often 115 µM), inactives show at the top dose activation, usual class: activators | 410,000 tested, 0.075% active | AID 743266, 2014; also: nearly all actives have a fitted effect of over 55% in size; some results filed as inactive show a strong effect at the top dose; inactives centre near -15; many of its hits are not listed in these tables
Target sequence (Q03431 whole entry, looked up): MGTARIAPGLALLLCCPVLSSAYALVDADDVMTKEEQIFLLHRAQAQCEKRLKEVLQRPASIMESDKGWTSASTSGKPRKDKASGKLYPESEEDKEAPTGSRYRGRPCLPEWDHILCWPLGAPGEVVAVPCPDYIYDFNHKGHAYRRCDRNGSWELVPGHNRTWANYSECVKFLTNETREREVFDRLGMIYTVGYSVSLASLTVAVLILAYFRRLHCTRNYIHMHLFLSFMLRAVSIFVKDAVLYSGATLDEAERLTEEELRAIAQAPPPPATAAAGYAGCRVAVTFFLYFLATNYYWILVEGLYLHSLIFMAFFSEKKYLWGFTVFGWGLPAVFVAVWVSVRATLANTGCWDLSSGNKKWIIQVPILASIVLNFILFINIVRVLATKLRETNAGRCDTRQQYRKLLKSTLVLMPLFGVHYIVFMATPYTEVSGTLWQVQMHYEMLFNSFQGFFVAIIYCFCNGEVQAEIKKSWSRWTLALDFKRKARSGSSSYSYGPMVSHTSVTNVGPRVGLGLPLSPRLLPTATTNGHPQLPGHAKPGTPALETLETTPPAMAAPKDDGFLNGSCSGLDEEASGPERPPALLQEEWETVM
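HEK-293-derived GP2 cells expressing PTHR1 and a GloSensor cAMP reporter, 3,000/well, plated overnight, given luciferin plus IBMX (each 0.5 mM as added) for 1 h at 37 °C, then compound for 1 h at 37 °C. Luminescence was read after 15 min at room temperature.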
aSyn rescue: qHTS of alpha-syn Inhibitors | AID 652106, 2013 | Potency, µM (series often up to 46.1 µM), inactives show at the top dose growth rescue (activation), actives largely listed as activators | 370,000 tested, 0.14% active | Yeast expressing alpha-synuclein, growth rescue, BacTiter-Glo, 24 h; also: % of control where 0% means no effect; nearly all actives have a fitted effect of over 65% in size
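Rescue of yeast growth: cells expressing toxic alpha-synuclein, induced in galactose at OD600 0.02, incubated with compound 24 h at 30 C. ATP luminescence quantified growth; inhibitors of toxicity appear as activators.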
An asterisk follows results filed as active; i = inactive; ? = inconclusive; nt = not tested or not shown; & = joins results of further samples; [ ] = remark or other dose. Calls follow the shape of the dose curve; as a rule, active = well fitted curve in the direction sought with a large enough effect; inconclusive = small, poorly fitted or top-dose-only effect, or another doubt; inactive = no such curve, though single readings can be large; an effect the other way counts as inactive or inconclusive. Potency is read from the fitted curve at half-maximal effect. This is a subset; rates above refer to the full screens.

1	O=C(CCC1CC(=O)Nc2ccccc21)NCc1cccnc1 (centres undefined)
2	CCc1noc(C)c1C(=O)Nc1ccc(C#N)cc1
3	Cc1cccc(C(=O)OCC(=O)NCc2ccco2)c1
4	Cc1cc(C(F)(F)F)nc(SCC(=O)Nc2ccccc2)n1
5	Cc1noc(C)c1CSCC(=O)Nc1nnc(CC(C)C)s1
6	Cc1cnc(CNC(=O)CC2C(=O)NCCN2Cc2cccc(F)c2F)cn1 (centres undefined)
7	CN(Cc1nc(Cc2cccc(F)c2)no1)CC1COCCO1 (centres undefined)
8	O=C(OCc1ccccc1)C1=[N+]([O-])OC(C(=O)OCc2ccccc2)C1c1c[nH]c2ccccc12 (centres undefined)

screen / no.	1	2	3	4	5	6	7	8
TDP-43 yeast inh	20%	12%	0%	0%	-2%	-5%	-4%	11%
EPAC1 agonist	7%	-26%	11%	-4%	3%	-14%	-12%	7%
EPAC1 antag	-27%	0%	-1%	12%	11%	1%	10%	-10%
EPAC2 antagonist	3%	-2%	-1%	8%	2%	13%	5%	-4%
EPAC2 agonist	9%	13%	-4%	-6%	5%	-8%	-2%	11%
FUS suppressor	-18%	19%	nt	17%	8%	-9%	-12%	23%
PTHR1 ag	i	i	i	-5%[57.5 µM]	-4%	-8%	-7%	-12%[57.5 µM]
aSyn rescue	1%	-1%	-8%	-3%	-4%	0%	-5%	-4%

9	CC(=O)c1c(C)[nH]c(C(=O)OC(C)C(=O)NC2CCCCC2)c1C (centres undefined)
10	Cc1oc(CC(C)C)cc1C(=O)Nc1ccc(C(=O)O)cc1
11	CC(=O)NC1(C(F)(F)F)NC(=O)N(CCc2ccccc2)C1=O (centres undefined)
12	CCOC(=O)C1=C(CC)Nc2ccccc2N=C1NC(=O)c1cc(S(=O)(=O)N(C)C)ccc1Cl
13	CC(Nc1ccc(F)cc1)=[N+](C)CCNS(=O)(=O)c1ccc(Cl)cc1
14	Cc1cccc(C)c1NC(=O)c1cccnc1
15	Cc1ccc(NC(=O)COc2ccc(-n3cnnn3)cc2)cc1C
16	O=C(NNC(=O)c1ccc(NC(=O)C2CC2)cc1)c1ccc(F)cc1

screen / no.	9	10	11	12	13	14	15	16
TDP-43 yeast inh	-14%	?	-19%	-2%	0%	-6%	11%	6%
EPAC1 agonist	-6%	0%	0%	-13%	7%	1%	5%	8%
EPAC1 antag	9%	-14%	18%	-12%	10%	5%	0%	-12%
EPAC2 antagonist	12%	6%	8%	-6%	2%	-4%	12%	7%
EPAC2 agonist	6%	-2%	7%	8%	10%	1%	-83%[inhibitor][15.6 µM]	-2%
FUS suppressor	10%	19%	-29%	-19%	11%	1%	-2%	-7%
PTHR1 ag	i	i	-15%	i	-33%[inhibitor]	-21%	i	i
aSyn rescue	2%	16%	2%	0%	-4%	-2%	2%	6%

17	Cc1ccc(NC(=O)COC(=O)CCc2ccccc2)cc1S(=O)(=O)N1CCOCC1
18	Cc1ccc(NS(=O)(=O)c2ccc(C)c(C(=O)N3CCOCC3)c2)cc1
19	COc1ccc(Cl)cc1NC(=O)CN(C)S(=O)(=O)c1cccs1
20	COc1cccc(NC(=S)N(Cc2ccc(C(=O)O)cc2)Cc2ccc(OC)c(OC)c2)c1
21	CCCCC[C@H](C)N1C[C@@H](COCc2ccccc2)Oc2cc(N3CCC[C@H]3CO)ccc2S1(=O)=O
22	COc1ccccc1N1CCN(C(=O)Cn2ncc3ccsc3c2=O)CC1
23	COc1ccc(OC)c(C(=O)Cn2cnc3ccccc3c2=O)c1
24	CCC(CC)C(=O)Nc1nnc(S(=O)(=O)N2c3ccccc3CC2C)s1 (centres undefined)

screen / no.	17	18	19	20	21	22	23	24
TDP-43 yeast inh	17%	0%	?	-22%[0.397 µM]	5%	-14%	-5%	6%&5%
EPAC1 agonist	8%	-20%	-1%	-1%	-6%	nt	6%	-30%[inhibitor]
EPAC1 antag	-10%	0%	8%	-16%	-27%	nt	0%	-7%
EPAC2 antagonist	0%	14%	-12%	-14%	?	nt	3%	-8%
EPAC2 agonist	16%	10%	11%	-1%	-7%	nt	3%	-9%
FUS suppressor	17%	12%	-18%	?	43%	-6%	-4%	-3%&-8%
PTHR1 ag	-20%	-10%	-18%	?	-49%[inhibitor]	-16%	0%	-67%
aSyn rescue	1%	-7%	21%	-3%	12%	1%	-1%	-2%

Four entries out of the list, ordered by length of the SMILES, ascending:
14	Cc1cccc(C)c1NC(=O)c1cccnc1
5	Cc1noc(C)c1CSCC(=O)Nc1nnc(CC(C)C)s1
13	CC(Nc1ccc(F)cc1)=[N+](C)CCNS(=O)(=O)c1ccc(Cl)cc1
12	CCOC(=O)C1=C(CC)Nc2ccccc2N=C1NC(=O)c1cc(S(=O)(=O)N(C)C)ccc1Cl

screen / no.	14	5	13	12
TDP-43 yeast inh	-6%	-2%	0%	-2%
EPAC1 agonist	1%	3%	7%	-13%
EPAC1 antag	5%	11%	10%	-12%
EPAC2 antagonist	-4%	2%	2%	-6%
EPAC2 agonist	1%	5%	10%	8%
FUS suppressor	1%	8%	11%	-19%
PTHR1 ag	-21%	-4%	-33%[inhibitor]	i
aSyn rescue	-2%	-4%	-4%	0%

(next part)
25	CN(C)S(=O)(=O)c1ccc(Cl)c(NC(=O)COC(=O)CC(NC(N)=O)c2ccc(Cl)cc2)c1 (centres undefined)
26	CCN(CC)C(=N)N1c2ccccc2CCC1C (centres undefined)
27	COCc1cccc(C(=O)NC(c2ccccc2)c2ccccc2)c1
28	CCN(CC)CCN=CC1=C(O)CNC1=O
29	Cc1cc(NC(=O)CSc2ccccn2)no1
30	O=c1c2ccccc2nnn1CSc1nnc(-c2ccc3c(c2)OCO3)o1
31	O=C(NCc1ccccc1)c1ccc2c(c1)OCCO2
32	N=C1c2ccccc2CN1NC(=O)c1cccc(S(=O)(=O)N2CCCC2)c1

screen / no.	25	26	27	28	29	30	31	32
TDP-43 yeast inh	6%	-6%	1%	-7%	6%	11%	11%	8%
EPAC1 agonist	-1%	8%	4%	3%	10%	-2%	6%	3%
EPAC1 antag	?	0%	-24%	8%	-34%	-9%	0%	-24%
EPAC2 antagonist	-1%	-4%	-5%	-2%	-6%	-5%	0%	-3%
EPAC2 agonist	6%	-3%	6%	0%	3%	7%	6%	-2%
FUS suppressor	6%	-10%	16%	-4%	-5%	-16%	-8%	-1%
PTHR1 ag	-16%	-11%	-1%	-23%	i	-15%	-10%[57.5 µM]	i
aSyn rescue	2%	1%	3%	-5%	2%	1%	0%	-1%

33	O=C(Cn1nnc2ccccc21)OCc1ccccc1
34	Cc1cccc(NC(=O)NCC(c2ccc(F)cc2)N2CCN(C)CC2)c1 (centres undefined)
35	COC(=O)C1=C(C)N(CCCC(=O)O)C(=O)NC1c1ccc(C(F)(F)F)cc1 (centres undefined)
36	COc1ccc(CC(=O)Nc2ccc(C(=O)O)cc2NC(=O)Cc2ccc(OC)cc2)cc1
37	COCC(C)n1c(SCc2cc(C(=O)OC)c(C)o2)nc2ccccc2c1=O (centres undefined)
38	Cc1ccc(NC(=O)CSCC(=O)N(C)CC(=O)Nc2cccc3ccccc23)cc1
39	COC(=O)c1c(-c2ccccc2)noc1-c1ccccc1
40	CCN(c1ccccc1)S(=O)(=O)c1ccc(N2CCN(c3ccc(OC)cc3)CC2)nc1

screen / no.	33	34	35	36	37	38	39	40
TDP-43 yeast inh	24%	17%	4%	12%	-13%	0%	30%	10%
EPAC1 agonist	-3%	-4%	-9%	-4%	7%	8%	15%	-8%
EPAC1 antag	-14%	-3%	1%	2%	-11%	9%	-4%	-10%
EPAC2 antagonist	-3%	12%	-11%	7%	-23%	-5%	-18%	-12%
EPAC2 agonist	6%	5%	-1%	5%	5%	6%	7%	0%
FUS suppressor	-33%	-14%	-19%	-29%	34%	25%	-9%	-5%
PTHR1 ag	-21%	i	i	-23%	i	i	-11%	-15%
aSyn rescue	7%	6%	-1%	-7%	-8%	6%	-14%	-4%

41	O=C(Cc1ccc(NC2=NC3CS(=O)(=O)CC3S2)cc1)NCCc1ccccc1 (centres undefined)
42	CN(CC(=O)Nc1ccccc1Br)C(=O)Cn1[nH]c(=O)c2ccccc2c1=O
43	CCCc1cc2nnc(SCC(=O)N(C)C3CCCCC3)n2c(N)n1
44	O=c1sc2ccccc2c(N2CCOCC2)c1[N+](=O)[O-]

screen / no.	41	42	43	44
TDP-43 yeast inh	10%	5%	7%	1%
EPAC1 agonist	-7%	9%	-9%	0%
EPAC1 antag	-7%	-17%	13%	-4%
EPAC2 antagonist	-5%	1%	4%	0%
EPAC2 agonist	21%	6%	-6%	-1%
FUS suppressor	-13%	55%	-3%	20%
PTHR1 ag	i	-22%	0%	-25%
aSyn rescue	1%	-6%	-4%	1%

A few values from the list:
CCCc1cc2nnc(SCC(=O)N(C)C3CCCCC3)n2c(N)n1 in EPAC1 antag has 13%
O=C(Cc1ccc(NC2=NC3CS(=O)(=O)CC3S2)cc1)NCCc1ccccc1 (centres undefined) in TDP-43 yeast inh has 10%

Rewritten with two lines to a compound: entries from further up.
Results follow in this order: TDP-43 yeast inh	EPAC1 agonist	EPAC1 antag	EPAC2 antagonist	EPAC2 agonist	FUS suppressor	PTHR1 ag	aSyn rescue
(42) CN(CC(=O)Nc1ccccc1Br)C(=O)Cn1[nH]c(=O)c2ccccc2c1=O
→ 5%	9%	-17%	1%	6%	55%	-22%	-6%
(43) CCCc1cc2nnc(SCC(=O)N(C)C3CCCCC3)n2c(N)n1
→ 7%	-9%	13%	4%	-6%	-3%	0%	-4%
